# S3 lipid droplet = qHTS Assay for Lipid Storage Modulators in Drosophila S3 Cells | 320,000 tested, 0.64% active | lipid storage change, negative = inhibition, % at the top dose, mostly 46.1 µM; hits show Potency in µM | Drosophila S3 cells, BODIPY lipid droplet fluorescence, 18-24 h; cells fed with added oleic acid | AID 2685; active = well fitted inhibition curve with a large enough effect in the signal ratio, with a control signal flat, not every such curve was filed as active; inconclusive = small, poorly fitted or top-dose-only effect, or effect the other way, or a change in a side signal; the % refers to the signal ratio
#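 Laser-scanning cytometry quantifies lipid droplet accumulation (500–530 nm total intensity; droplet/cell object ratio) in oleic acid-fed (400 uM added) Drosophila S3 cells treated with a concentration series. 20 uM Triacsin C defined 100% inhibition.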
# S3 lipid droplet cell count max = second read-out of S3 lipid droplet, no call of its own (marks repeat the call); cell number change, %; measured here: cell count max response;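 cells counted by Cell Tracker Red CMTPX staining in the red channel; peak over a dose series mostly up to 46.1 µM; percent activity relative to internal control wells on each plate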
# An asterisk follows results filed as active; i = inactive; ? = inconclusive; nt = not tested or not shown. % is scaled to controls: 0 for no effect and ±100 for the full control effect; potency is read from the fitted curve at half-maximal effect. Not all compounds are listed (hit frequency here may not be typical).
SMILES,S3 lipid droplet,S3 lipid droplet cell count max
Cn1nc(C(F)(F)F)c(CN2CC(C)(C)C2=O)c1N1CCOCC1,13%,0
CC(C)(CO)N=C1NS(=O)(=O)c2cc([N+](=O)[O-])ccc21,0%,2
COc1ccc(Cc2nnc(NS(=O)(=O)c3ccc(Cl)cc3)s2)cc1OC,?,nt
CCn1c(Cc2ccc(OC)cc2)nnc1SCC(=O)NC1CCCCC1,?,nt
Nc1ncc(Br)cc1S(=O)(=O)NCCC(=O)NCCc1ccc(Cl)cc1,?,nt
CCOc1cccc2sc(Cl)nc12,?,nt
Cc1ccccc1NC(=S)NNC(=O)c1ccoc1C,16%,-11
Cc1cccc(C)c1N=Cc1c(C(F)(F)F)[nH][nH]c1=O,?,nt
O=S(=O)(NCCc1csc(-c2ccccc2)n1)c1cccnc1,?,nt
Cc1cc(C)c(CN2CCC(n3nccc3NC(=O)C3CCCC3)CC2)cc1C,?,nt
CS(=O)(=O)NCCCNc1ccc(C(F)(F)F)cc1[N+](=O)[O-],-1%,2
COc1ccc(NC(=O)N2CCCC(C(=O)Nc3ccccc3OC)C2)cc1 (centres undefined),29%,0
O=C(CNC(c1ccccc1)c1ccccc1)NCc1ccccc1Cl,-5%,12
O=[N+]([O-])c1cc2c(cc1[N+](=O)[O-])OCCOCCOCCOCCO2,0%,14
CCOC(=O)C1CCN(CC(=O)Nc2c(C(=O)OC)[nH]c3cccc(C)c23)CC1,-6%,1
O=S(=O)(Nc1cccc(S(=O)(=O)N2CCOCC2)c1)c1ccc2c(c1)OCCO2,?,nt
COc1cccc(NC(=O)CN(C)C(=O)CCCc2nc3ccccc3s2)c1,18%,25
Cc1ccccc1NC(=O)CSc1nn2c(=O)c(C)nnc2s1,?,nt
Cc1ccc(S(=O)(=O)Nc2cccc(C(=O)NCCCN3CCCC3=O)c2)cc1F,?,nt
CCOc1ccc(/C(O)=C2/C(=O)C(=O)N(CCOCCO)C2c2ccc(F)cc2)cc1 (centres undefined),?,nt
Cc1nn(C(C)(C)C)c(N)c1-c1ccccc1,?,nt
Cc1ccc(NC(=O)CNCCCN2CCOCC2)cc1S(=O)(=O)N1CCCCC1,6%,18
CC(=O)c1c(N(C)C)ccnc1C(F)(F)F,-4%,7
N#Cc1c(NC(=O)Cn2cnc3ccccc3c2=O)oc(-c2ccccc2)c1-c1ccccc1,?,nt
CC(C)N1CCC(=NNC(=O)c2ccc(Br)o2)CC1,4%,4
O=C(c1ccc(F)cc1)n1c(=S)nc2ccccn21,-4%,nt
CCCCC(c1nnnn1Cc1ccco1)N1CCN(c2nc3ccccc3s2)CC1 (centres undefined),?,nt
COc1cccc(NC(=O)C2CCCC2)c1,?,nt
Cc1ccccc1N1CC(=O)Nc2c(oc3nc(-c4ccccc4)cc(C)c23)C1=O,11%,-4
NS(=O)(=O)c1ccc(NC(=S)NCc2ccc(F)cc2)cc1,2%,9

# 17 entries already listed, sorted by molar mass, low to high.
SMILES,S3 lipid droplet,S3 lipid droplet cell count max
COc1cccc(NC(=O)C2CCCC2)c1,?,nt
CC(=O)c1c(N(C)C)ccnc1C(F)(F)F,-4%,7
O=C(c1ccc(F)cc1)n1c(=S)nc2ccccn21,-4%,nt
CC(C)N1CCC(=NNC(=O)c2ccc(Br)o2)CC1,4%,4
NS(=O)(=O)c1ccc(NC(=S)NCc2ccc(F)cc2)cc1,2%,9
CS(=O)(=O)NCCCNc1ccc(C(F)(F)F)cc1[N+](=O)[O-],-1%,2
Cc1ccccc1NC(=O)CSc1nn2c(=O)c(C)nnc2s1,?,nt
O=[N+]([O-])c1cc2c(cc1[N+](=O)[O-])OCCOCCOCCOCCO2,0%,14
O=C(CNC(c1ccccc1)c1ccccc1)NCc1ccccc1Cl,-5%,12
COc1ccc(NC(=O)N2CCCC(C(=O)Nc3ccccc3OC)C2)cc1 (centres undefined),29%,0
Cc1ccccc1N1CC(=O)Nc2c(oc3nc(-c4ccccc4)cc(C)c23)C1=O,11%,-4
CCOC(=O)C1CCN(CC(=O)Nc2c(C(=O)OC)[nH]c3cccc(C)c23)CC1,-6%,1
CCOc1ccc(/C(O)=C2/C(=O)C(=O)N(CCOCCO)C2c2ccc(F)cc2)cc1 (centres undefined),?,nt
Cc1ccc(S(=O)(=O)Nc2cccc(C(=O)NCCCN3CCCC3=O)c2)cc1F,?,nt
CCCCC(c1nnnn1Cc1ccco1)N1CCN(c2nc3ccccc3s2)CC1 (centres undefined),?,nt
O=S(=O)(Nc1cccc(S(=O)(=O)N2CCOCC2)c1)c1ccc2c(c1)OCCO2,?,nt
N#Cc1c(NC(=O)Cn2cnc3ccccc3c2=O)oc(-c2ccccc2)c1-c1ccccc1,?,nt

# (cont.)
SMILES,S3 lipid droplet,S3 lipid droplet cell count max
CCN1CCN(S(=O)(=O)c2ccc(Cl)c(C(=O)Nc3ccccc3N3CCOCC3)c2)CC1,i,26
Cc1ccc(OCC(=O)N(C)CC(=O)Nc2ccc(F)cc2)c([N+](=O)[O-])n1,-2%,9
COc1ccc(N2CCN(CCCNC(=O)C3CCN(S(=O)(=O)N4CCOCC4)CC3)CC2)cc1,5%,11
CCc1nc2sccc2c(=O)n1N,8%,nt
O=C(CCCCC(=O)NC1CCCC1)NC1CCCC1,-12%,-11
O=C(Nc1ccc(Cl)cc1)N1CCN(c2ccccc2)CC1,-5%,-17
COc1cccc(NC(=O)c2sc(Cl)nc2C)c1,?,nt
Cc1ccccc1OCC(=O)NCC(=O)N/N=C/c1cccc([N+](=O)[O-])c1,?,nt
CCC(Sc1nc(N)c(NC(=O)c2ccc(OC)c(OC)c2)c(=O)[nH]1)C(=O)OC (centres undefined),?,nt
CN1C(=O)c2cccc3c(N)ccc(c23)C1=O,?,nt
CC(Oc1ccc(Br)cc1)C(=O)NCC(c1cccs1)N1CCOCC1 (centres undefined),27%,nt
O=[N+]([O-])c1ccc(C(O)CN=Cc2ccc(O)cc2O)cc1 (centres undefined),?,nt
CC(=O)Nc1ccc(S(=O)(=O)Nc2nc(-c3ccc(C(C)(C)C)cc3)cs2)cc1,9%,3
Cc1ccc(C(=O)N2N=C(c3ccc(Br)cc3)CC2c2ccccc2O)cc1 (centres undefined),?,nt
COC(=O)c1ccc(C23CC4(C2)[C@H](CN(C)[C@@H]4c2ccccc2)C3c2ccc(Cl)nc2)cc1 (some centres undefined),10%,10
CCC1CCCCN1C(=O)c1ccc2nc(Cc3ccc(OC)cc3)oc2c1 (centres undefined),i,nt
CCC(C(=O)Nc1ccc([N+](=O)[O-])cn1)c1ccccc1 (centres undefined),15%,20
N=C1c2ccccc2CN1c1ccc(S(=O)(=O)N2CCCCC2)cc1,-9%,7
CN(C)c1nc(Oc2ccc(OCCOc3ccccc3)nn2)nc(N(C)C)n1,20%,20
COc1ccc(CCNC(=O)c2ccc(SC)cc2OC)cc1,14%,12

# Overlap with the part before: two compounds, followed by the next part.
SMILES,S3 lipid droplet,S3 lipid droplet cell count max
CN(C)c1nc(Oc2ccc(OCCOc3ccccc3)nn2)nc(N(C)C)n1,20%,20
COc1ccc(CCNC(=O)c2ccc(SC)cc2OC)cc1,14%,12
COc1ccc(CN(C)CCc2ccccn2)cc1OC,-4%,-3
O=C(NCc1ccc(OC(F)(F)F)cc1)C1CC(c2ccccc2[N+](=O)[O-])=NO1 (centres undefined),-14%,-13
CCN(CC(=O)Nc1ccc(OC)c(Cl)c1)CC(=O)NC(C)C,6%,20
CCOc1cc(NC(=O)C2CC2)c(OCC)cc1NC(=O)c1ccccc1OCC,i,-2
CC(C)(C)c1ccc2c(c1)N(CC(=O)O)C(=O)CO2,?,nt
C=CCOC(Cn1ccnc1)c1ccc(Cl)cc1Cl (centres undefined),14%,17
Cc1ccc2c(c1)N(CCC(=O)NC1CC1)C(=O)C(C)O2 (centres undefined),-1%,-5
COc1ccc(CN2CCNC(=O)C2CC(=O)N(C)CC2CCOCC2)cc1OC (centres undefined),?,nt
COc1ccc(/C=C/C(=O)OCC(=O)Nc2cc3oc4ccccc4c3cc2OC)cc1,?,nt
Cc1ccc(NC(=O)COc2ncnc3sccc23)cc1S(=O)(=O)N(C)C,?,nt
CC(NC(=O)c1ccccc1F)C1CC1 (centres undefined),?,nt
Cc1ccccc1NC(=O)Cn1nnc2c(cnn2-c2ccc(F)cc2)c1=O,-3%,nt
CCc1nc(N)c(C#N)c(-c2cccnc2)c1C,-5%,-6
O=c1oc2ccccc2c(Nc2cc3ccccc3cc2O)c1[N+](=O)[O-],-7%,-6
Cc1ccc(C(C)C)c(OCC(=O)NN=C2CCCCCCC2)c1,-7%,-22
CC(=O)N/C(=C/c1ccc2c(c1)OCO2)C(=O)NCCCO,9%,nt
CC(Sc1nnc(CN2CCCC2)n1Cc1ccccc1)C(=O)Nc1ccc(F)cc1 (centres undefined),?,nt
CCCCn1c(N)c(N(CC(C)C)C(=O)CCCc2nc3ccccc3c(=O)[nH]2)c(=O)[nH]c1=O,?,nt
Cc1cc(C(=O)CSc2nnc(-c3ccc(Cl)cc3)n2CC2CCCO2)c(C)n1C (centres undefined),?,nt
Cc1ccc2nc(C)c(C(=O)N/N=C/c3ccco3)cc2c1,-29%,5
CCN1CCN(C(=O)c2cc(-c3ccc(Cl)s3)nc3ccccc23)CC1,?,nt
O=C1c2ccccc2-c2cccc(C(=O)N3CCCCCC3)c21,?,nt
COc1ccc(NC2CCCN(C(=O)CCc3ccccc3F)C2)cc1 (centres undefined),?,nt
CCOc1ncnc2c1oc1nc(CC(C)C)c3c(c12)CC(C)(C)OC3,?,nt
COc1ccc(OC(=O)C(C)N2C(=O)c3ccccc3C2=O)cc1 (centres undefined),?,nt
Cc1ccc(F)cc1NS(=O)(=O)c1ccc(Cl)s1,?,nt
N#C/C(=C\c1cccc([N+](=O)[O-])c1)c1ccccn1,?,nt
CNC(=O)c1cc(-c2ccc(Cl)cc2)n(-c2ccccc2)n1,-1%,-14
CCCc1c2c(cc3c(=O)cc(C(=O)OCC)oc13)CCCC2,-4%,-28
CCOc1cc(/C=C2\C(=O)ON=C2c2ccccc2)ccc1OC,-11%,-2
Cc1ccc(S(=O)(=O)/N=C2/NC(=O)/C(=C/c3cccnc3)S2)cc1,-10%,-35
CN(C)CCCN(C(=O)c1ccco1)c1nc2ccc(Br)cc2s1,5%,1
CNC(=O)N(O)C1N(C)C(=O)N(CC(=O)OC)C1(C)C (centres undefined),10%,nt
CN(C)C1=NC[C@H](Cc2ccccc2)N1CCCC1CCCC1,?,nt
CC(C)CC(=O)Nc1nnc(SCC(=O)NCc2ccc3c(c2)OCO3)s1,i,nt
CCC(=O)Nc1ccc(NC(=O)c2cccc(OC)c2)nc1,6%,4
CSCCC(NC(=O)c1cccc(S(=O)(=O)N2CCOCC2)c1)C(=O)Nc1ccc(F)cc1 (centres undefined),22%,1
CCOC(=O)C1CCCN(Cc2nc3ccc([N+](=O)[O-])cc3c(=O)n2-c2ccc(OC)cc2OC)C1 (centres undefined),?,nt
CC(C)(C)CC(C)(C)NC(=O)Nc1cccc([N+](=O)[O-])c1,?,nt
COc1ccc(C(=O)NCCNC(C)=O)cc1S(=O)(=O)NCc1ccc(Cl)cc1,i,-23
Cc1cccc(NC(=O)c2cc(=O)c3ccccc3o2)c1,11%,1
Cc1cccc2c(=O)cc(C)n(Cc3ccccc3)c12,?,nt
Cc1ccc(CNC(=O)c2cc3c(s2)CS(=O)(=O)C3)cc1,-10%,20
CC(=O)Nc1ccc(S(=O)(=O)N2CCN(c3cc(C)nc4ccccc34)CC2)cc1,?,nt
C=CCN1C(=O)C2C3C=CC(C2C1=O)C1C2C(=O)N(CC=C)C(=O)C2C31 (centres undefined),2%,15
COC(=O)Nc1ccc(S(=O)(=O)N2CCCC(C(=O)N3CCOCC3)C2)cc1 (centres undefined),-2%,3
O=C1CCCN1c1ccc(C(=O)N(Cc2nnc(-c3ccc(Cl)cc3)o2)C2CC2)cc1,?,nt
O=C(COc1ccc([N+](=O)[O-])cc1)NNC(=O)c1cccnc1,i,-7
CN(C)c1ccc(CNCC2CCCO2)cc1 (centres undefined),?,nt
CCOC(=O)c1nn(-c2ccc(Cl)cc2)c2nc(Nc3ccccc3)cc(=O)n12,?,nt
# Further compounds follow:
SMILES,S3 lipid droplet,S3 lipid droplet cell count max
NC(=O)Cn1c(-c2nonc2N)nc2ccccc21,0%,19
COc1cccc(C(=O)NC(=S)Nc2ccccc2N2CCCC2)c1,-3%,-14
COc1ccc(/C=C2\C(=N)N3N=C(CC(=O)N4CCOCC4)SC3=NC2=O)cc1,?,nt
CC(=O)Nc1ccc(-c2sc(Nc3cccc4ccccc34)n[n+]2-c2ccccc2)cc1,?,nt
O=S(=O)(c1cc(Cl)ccc1Cl)N1CC2CCCN2c2ccc(C(F)(F)F)cc21 (centres undefined),4%,2
COc1ccc(/C=C/C(=O)NCc2cn(C)nc2C)cc1COc1ccc(Cl)cc1Br,?,nt
CC(NC(=O)C1CCC(=O)N1Cc1ccccc1Cl)c1ccccc1 (centres undefined),17%,2
COc1ccc(CCn2cnc3c([nH]c4ccccc43)c2=O)cc1,0%,11
CCN(CC(=O)Nc1c(F)cccc1F)C(=O)CN1C(=O)c2ccccc2C1=O,?,nt
O=C(CSc1nnc(SCc2cccc3ccccc23)s1)N/N=C/C=C/c1ccccc1[N+](=O)[O-],22%,nt
CCCCC(CC)C1OCC(C[N+]2(C)CCOCC2)O1 (centres undefined),-2%,-9
CCN(Cc1ccncc1)Cc1cn[nH]c1-c1cc(OC)c(OC)c(OC)c1,5%,nt
Cc1cc(N(C)C)c(C#N)c(N2CCOCC2)n1,21%,-13
CC(C)C1CC(CCN2CCCCC2)(c2ccccc2)CCO1 (centres undefined),?,nt
Cc1cc(C)c(C(=O)N2CCCC(Nc3ccc(F)cc3)C2)o1 (centres undefined),i,5
COc1ccc(CNC(=O)CCC(=O)N2CCN(S(=O)(=O)c3ccc(Cl)cc3)CC2)cc1,21%,nt
COCC(=O)Nc1ccccc1-c1ccccc1,?,nt

# High-throughput results as filed in PubChem.
